FAS-TE inh – FAS thioesterase (human) inhibition | P49327 | inhibition, % at 15 µM | AID 602261 | recombinant FAS-TE, OMFH fluorogenic substrate, fluorescence endpoint | 360,000 tested, 0.67% active;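 active = compounds whose normalised, plate-corrected inhibition of enzyme fluorescence in the single-dose primary screen is 50% or more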;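 note: 0% = DMSO with enzyme and 100% = substrate without enzyme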
Neddyl block – inhibitors of human cullin neddylation; 360,000 tested, 0.58% active; AID 651699; TR-FRET cullin neddylation, biochemical; calls only at 25 µM; in the data active = inhibition above about 36%
CendR NRP1 mod – alters CendR peptide binding to human NRP-1; inhibition, % at 25 µM; O14786; 360,000 tested, 0.85% active; AID 602438; FAM-RPARPAR peptide binding to NRP-1, fluorescence polarization;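 active = inhibition or corrected inhibition above about 18%, plus a signal ratio from 0.5 to 1.5, limit read from the data, passing the limit was not always enough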; note: strong numbers were not always called active
MsrA act – bovine methionine sulfoxide reductase A activation. purified bovine MsrA, absorbance read-out. 360,000 tested, 0.3% active. activation, % at 10.6 µM; in the data active = activation above about 7.5%;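 note: 0% = vehicle and 100% = reference activator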
MT1-MMP act inh – inhibitors of human MT1-MMP activation; GFP/RFP ratio change, % at 20 µM; 360,000 tested, 0.061% active; AID 651647; HT1080 RFP-PRO-GFP cells, GFP/RFP ratio fluorescence, overnight; percent of plate control window, DMSO zero;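 active = GFP/RFP ratio change of at least 30% with cell ATP level not reduced by more than half and red fluorescence within 50% of control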; note: strong numbers were not always called active
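Material – HT1080 RFP-PRO-GFP cells · Control set – DMSO wells and RFP-L50D-GFP cells · Incubation – overnight cell settling, then overnight compound exposure, 37 °C, 5% CO2 · Compound dosing – single-point 20 µM compound, 1% DMSO · Read-out – GFP/RFP fluorescence ratio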
SKN-1 inh – C. elegans SKN-1 inhibition; C. elegans VP596 Pgst-4::GFP/RFP ratio, acrylamide-induced, 24 h; 360,000 tested, 0.49% active; inhibition, % at 21.8 µM;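 active = interference check ratio from 0.5 to 1.5 plus GFP to RFP signal ratio inhibition reaching or exceeding a fixed threshold, cut at about 30% in these data, passing the limit was not always enough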; note: some compounds called inactive have numbers as strong as hits
Rin1 Abl inh – blocks binding of human Rin1 to Abl; P00519+Q13671; TR-FRET Rin1/Abl binding, biochemical; inhibition, % at 7.35 µM; 360,000 tested, 0.4% active; AID 588664; in the data active = inhibition above about 5%, passing the limit was not always enough
Target sequence (P00519 whole entry, looked up): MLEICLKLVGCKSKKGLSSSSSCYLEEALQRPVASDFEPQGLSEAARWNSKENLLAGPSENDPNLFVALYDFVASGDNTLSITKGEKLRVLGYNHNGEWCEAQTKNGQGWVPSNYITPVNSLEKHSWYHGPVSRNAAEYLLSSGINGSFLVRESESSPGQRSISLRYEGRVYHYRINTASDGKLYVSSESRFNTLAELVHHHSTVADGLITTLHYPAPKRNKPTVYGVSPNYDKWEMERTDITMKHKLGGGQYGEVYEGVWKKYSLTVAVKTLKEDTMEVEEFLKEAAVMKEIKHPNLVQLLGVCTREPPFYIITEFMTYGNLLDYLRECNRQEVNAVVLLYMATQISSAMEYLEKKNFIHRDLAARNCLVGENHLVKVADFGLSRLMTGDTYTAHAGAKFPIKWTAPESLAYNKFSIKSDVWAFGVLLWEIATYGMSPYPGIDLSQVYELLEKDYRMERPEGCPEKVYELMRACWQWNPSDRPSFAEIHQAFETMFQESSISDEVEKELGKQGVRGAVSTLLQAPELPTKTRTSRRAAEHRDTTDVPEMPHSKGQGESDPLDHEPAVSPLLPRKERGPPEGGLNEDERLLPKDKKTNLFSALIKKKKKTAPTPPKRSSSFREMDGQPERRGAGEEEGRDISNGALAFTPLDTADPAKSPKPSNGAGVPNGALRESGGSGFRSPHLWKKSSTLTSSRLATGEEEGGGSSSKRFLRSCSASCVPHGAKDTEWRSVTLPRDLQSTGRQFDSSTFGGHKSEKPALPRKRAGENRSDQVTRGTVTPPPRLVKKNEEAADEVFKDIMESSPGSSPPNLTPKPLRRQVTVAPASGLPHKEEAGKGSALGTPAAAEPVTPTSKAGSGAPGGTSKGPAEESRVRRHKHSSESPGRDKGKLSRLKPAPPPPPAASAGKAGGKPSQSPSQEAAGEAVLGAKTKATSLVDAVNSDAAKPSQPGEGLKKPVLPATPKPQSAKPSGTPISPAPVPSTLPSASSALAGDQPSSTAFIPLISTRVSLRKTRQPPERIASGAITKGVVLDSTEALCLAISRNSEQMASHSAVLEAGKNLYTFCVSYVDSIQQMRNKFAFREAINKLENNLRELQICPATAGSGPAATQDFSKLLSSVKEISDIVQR
Target sequence (Q13671 whole entry, looked up): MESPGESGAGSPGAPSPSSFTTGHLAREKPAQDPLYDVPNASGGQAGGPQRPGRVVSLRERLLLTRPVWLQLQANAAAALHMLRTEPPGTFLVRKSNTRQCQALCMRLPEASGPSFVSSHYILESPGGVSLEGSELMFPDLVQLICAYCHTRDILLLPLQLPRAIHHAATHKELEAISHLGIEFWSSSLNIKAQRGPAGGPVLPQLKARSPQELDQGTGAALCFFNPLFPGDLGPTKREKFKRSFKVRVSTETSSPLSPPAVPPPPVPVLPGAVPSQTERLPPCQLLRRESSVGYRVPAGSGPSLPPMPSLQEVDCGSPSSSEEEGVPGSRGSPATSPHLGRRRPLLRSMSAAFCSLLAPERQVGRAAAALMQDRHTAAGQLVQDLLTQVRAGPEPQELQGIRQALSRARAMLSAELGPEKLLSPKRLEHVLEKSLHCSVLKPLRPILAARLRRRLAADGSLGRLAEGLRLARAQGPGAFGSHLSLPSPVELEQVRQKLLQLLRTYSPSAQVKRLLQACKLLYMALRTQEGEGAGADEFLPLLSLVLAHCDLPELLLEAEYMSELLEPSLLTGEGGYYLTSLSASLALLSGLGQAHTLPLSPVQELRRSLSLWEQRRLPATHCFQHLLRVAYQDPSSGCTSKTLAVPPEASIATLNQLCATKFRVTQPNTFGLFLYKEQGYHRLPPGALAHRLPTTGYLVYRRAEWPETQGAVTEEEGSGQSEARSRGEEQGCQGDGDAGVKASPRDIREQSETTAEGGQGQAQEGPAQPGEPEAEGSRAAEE
E coli Lon inh – E. coli protease La inhibition | purified E. coli Lon protease, fluorescence polarization | inhibition, % at 7.94 µM | AID 602123 | P0A9M0 | 360,000 tested, 0.42% active; in the data active = inhibition above about 13%, passing the limit was not always enough;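 note: 0% = enzyme with probe and DMSO and 100% = no enzyme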
MsrA inh – inhibitors of bovine MsrA; 360,000 tested, 0.75% active; AID 651718; purified bovine MsrA, absorbance read-out; inhibition, % at 15.5 µM; in the data active = inhibition above about 4.5%;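 note: 0% = vehicle wells with enzyme and 100% = reference inhibitor wells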
An asterisk follows results filed as active; i = inactive; / = not tested or not shown; + = active, no number.

Fields: FAS-TE inh	Neddyl block	CendR NRP1 mod	MsrA act	MT1-MMP act inh	SKN-1 inh	Rin1 Abl inh	E coli Lon inh	MsrA inh
1	O=C(NC1CCCCC1)c1cc(C2CC2)nn1-c1ccccc1
  6	i	7	1	0	-7	0	-8	-1.4
2	CC(C)C(=O)Nc1ccccc1C(=O)OCC(=O)c1ccc2c(c1)OCCO2
  35	i	-5	-3	-2	4	1	7	-0.2
3	Cc1ccc(NC(=O)COc2ccc(C(=O)c3ccccc3)cc2)c(O)c1
  -2	i	-9	0	1	13	0	-6	-0.4
4	CCCCc1nnc(NC(=O)CSc2nc(N)cc(=O)[nH]2)s1
  -6	i	-5	-5	-1	10	5	-12	0.5
5	Cc1ccc(NC(=S)NCCC2=CCCCC2)cc1
  14	i	4	-10	-1	-1	0	0	0.8
6	Clc1cccc(-c2cc3nc4c(c(NCc5ccco5)n3n2)CCCC4)c1
  32	/	-11	-1	-17	25	-3	-5	-0.5
7	Cc1cc(C(=O)COC(=O)c2ccc(NC(=O)CC#N)cc2)c(C)n1CCc1ccc(F)cc1
  16	i	-41	-2	-6	9	-1	-35	1.3
8	CCOC(=O)[C@]12CCC=C1N(Cc1ccc3c(c1)OCO3)C(=O)[C@H](CC(=O)NCc1ccc(C)o1)C2
  -4	i	7	-12	-2	1	/	3	0.4
9	Fc1ccccc1Nc1n[nH]c(=S)s1
  -1	i	1	-2	1	1	2	1	0.7
10	O=C(Oc1ccc(Cl)cc1)c1ccc(N2CCOCC2)c([N+](=O)[O-])c1
  3	i	-6	-2	1	10	3	-4	-0.1
11	O=C(OCCOc1ccccc1Cl)c1ccc(-n2cnnn2)cc1
  -7	i	0	-2	3	15	-1	2	0.5
12	CCN(CC)S(=O)(=O)c1ccc(C(=O)Oc2ccc3c(c2)OCO3)cc1
  14	i	3	-4	5	-17	0	8	-0.6
13	CCCCC(O)(CCCC)C(=O)NN(C(=O)OC)c1ccc(C)cc1
  -1	i	7	1	0	17	1	1	-0.5
14	CCOC(=O)c1ccccc1NC(=O)CN(c1ccccc1)S(=O)(=O)N(C)C
  22	i	10	-2	-1	11	-5	-9	5.6*
15	COc1ccc(C(=O)Nc2ccc3oc(-c4cccnc4)nc3c2)cc1OC
  1	+	-4	-1	6	3	2	1	2.7
16	CCC(C)(C)NC(=O)C(c1ccc(C)o1)N(Cc1cccs1)C(=O)Cn1nnc2ccccc21 (stereo not drawn)
  -11	i	-18	-1	-6	5	-2	-4	0.0
17	CC1CCN(c2ccccc2NC(=O)c2cc3ccccc3o2)CC1
  29	+	0	-2	-2	17	-9	-4	0.3
18	O=CC(=O)c1ccccc1
  1	i	-20	-6	1	-1	0	8	0.6
19	COc1cc(C(=O)Nc2sc(C(=O)N3CCOCC3)c(C)c2C#N)cc(OC)c1OC
  -4	i	9	-5	-1	0	-1	5	0.1
20	O=C(O)/C=C/c1ccc(O)c(O)c1
  -2	i	9	-4	-2	2	-2	-5	2.1
21	CCN1C(=O)c2cccc3c(NC(=O)c4ccc(OC)c(OC)c4)ccc1c23
  -5	i	-20	-3	9	-13	-6	-8	1.4
22	O=C(NCCCN1CCCC1=O)c1ccc(Cl)c(Cl)c1
  -2	i	6	-3	2	-2	-1	-6	-0.1
23	COc1ccc2nc(NC(=O)CCc3ccc(OC)c(OC)c3)sc2c1
  -1	i	-3	0	-2	2	1	-1	0.9
24	CC1Cc2ccccc2N1C(=O)CCS(=O)(=O)c1cccs1 (stereo not drawn)
  -4	i	-4	-11	-2	13	6	1	-0.5
25	O=C(Nc1nc2ccccc2[nH]1)C1CC(=O)N(c2ccc3c(c2)OCCO3)C1 (stereo not drawn)
  -12	i	-11	-3	-17	25	-1	-6	0.9
26	COc1cccc(Cn2nnc(C(=O)Nc3cc(C)ccc3OC)c2N)c1
  8	i	-5	-9	3	-1	2	-4	/
27	Cc1cccc2cc(C#N)c(N3CCN(C)CC3)nc12
  -4	i	2	3	-10	5	-5	5	-1.2
28	CCN1CCSc2ccc(C(=O)NCc3ccc(OC(C)C)cc3)cc21
  16	i	9	-1	2	-4	-4	2	1.3
29	COc1cc(NC(=O)c2cc3nc(C4CC4)cc(C(F)(F)F)n3n2)c(OC)cc1Cl
  27	/	16	2	-1	10	2	7	-1.4
30	CCCC(=O)OCC(=O)Nc1ccc2c(c1)OCO2
  -1	i	1	-6	4	3	-3	-10	0.1
31	CCC1=C(OC(=O)N(CC)CC)N2C(=O)OC(=NCc3ccccc3)[C@]2(C)[C@H]2C1=CC[C@H]1C(=O)NC(=O)[C@H]12
  -8	i	-5	-7	-2	-9	1	1	-0.7
32	COc1cccc(-n2nnc3c(=O)n(CC(=O)Nc4cc(C)on4)cnc32)c1
  -8	i	-10	-7	0	-1	3	-5	0.8
33	N#C/C(C(=O)NCc1ccco1)=C1/SC=C(c2ccccc2)N1c1ccccc1
  -7	i	2	-2	0	-11	-2	-14	1.4
34	CSc1ccccc1C(=O)N1CCCCC1
  -5	i	10	-2	1	-7	2	-4	1.2
35	Cc1cc(NCCCn2ccnc2)n2nc(C)c(-c3ccccc3)c2n1
  -9	i	3	-1	15	-2	1	-6	1.7
36	CCOC(=O)N1CCN(c2ccc(S(=O)(=O)N3CCOCC3)cn2)CC1
  -2	i	-6	-4	0	-1	2	-9	1.0
37	Nc1ccccc1Sc1ccccc1[N+](=O)[O-]
  7	i	4	2	1	9	2	1	-0.1
38	O=C(COC(=O)CCc1c[nH]c2ccccc12)NC(c1ccccc1)c1ccccc1
  16	i	-9	5	-1	11	3	-7	1.0
39	CCc1ccc[n+](-c2[nH]c(=O)sc2/C=N/NC([S-])=Nc2ccccc2)c1
  -30	i	95	-5	-82	-18	-6	105*	6.5*
40	CCOC(=O)c1cc2c(C)[nH]c(C)c2cc(C(=O)OCC)c1=O
  -4	i	-19	-2	-10	9	-2	14	0.0
41	O=C(CN1CCN(Cc2ccc3c(c2)OCO3)CC1)Nc1ccc(N2CCOCC2)cc1
  -6	i	14	-3	0	-11	1	2	0.1
42	CC(C)NC(=O)C1(S(=O)(=O)c2ccccc2)CC=CC1
  -2	i	9	-3	2	2	0	5	0.8
43	CCOC(=O)C1CCN(C(=O)CSc2nc3ncccc3[nH]2)CC1
  -5	i	6	-4	2	21	-1	1	-0.1
44	COc1ccc2nc(SCC(=O)Nc3nonc3C)[nH]c2c1
  -6	i	1	-7	0	-13	-1	-6	0.3
45	COc1cccc(OCC(=O)Nc2ccccc2C(=O)Nc2ccc(C(=O)O)cc2)c1
  -5	i	-1	-1	-6	2	-2	-2	-1.6
46	Cc1cc(OCC(=O)O/N=C(\N)Cc2cccs2)ccc1Br
  16	i	15	-1	-5	13	-2	-5	0.6
47	COc1ccc2sc(-c3ccc(S(C)(=O)=O)cc3)c(C(=O)NCCCN3CCCC3=O)c2c1
  -10	i	-4	-2	-1	20	-3	0	2.5
48	COC(=O)c1cc(OC)c(OC)cc1NC(=O)CN1CCCCC1
  2	i	2	-1	6	-8	0	-3	/
49	CC1CCC(NC(=O)COC(=O)c2cccnc2Cl)CC1 (stereo not drawn)
  0	i	24*	-3	-4	-18	0	0	0.1
50	CCn1c(COc2ccc(=O)n(-c3ccccc3)n2)nnc1SCc1ccc(C)cc1
  -7	i	-3	0	-1	3	2	3	1.9
51	Cc1ccc(OC(=O)COc2ccccc2C)cc1
  6	i	-8	-1	1	4	0	0	0.8
52	Cn1ccnc1SCC(=O)c1ccc(F)cc1
  -2	i	-11	-11	3	-6	-2	-46	-1.5
53	Cc1ccc(-c2nnn(CC(=O)N(CC3CCCO3)C(C(=O)NC(C)(C)C)c3ccc(F)cc3)n2)o1 (stereo not drawn)
  -3	i	-9	2	-2	-1	-4	-1	0.1
54	COc1ccc(NC(=O)COC(=O)CCc2ccc(S(=O)(=O)N3CCOCC3)cc2)cc1OC
  -4	i	1	-2	0	3	1	2	0.4
55	Cc1ccc(S(=O)(=O)/N=C/c2c(O)ccc3ccccc23)cc1
  -5	i	-1	-7	1	-11	-3	1	-0.6
56	CCOc1cc(/C=N/NC(=O)COc2cccc(C)c2)ccc1OC(=O)c1cccs1
  25	i	-2	2	6	2	1	-8	-0.1
57	CC1CCN(CCCn2c(SCC(=O)Nc3ccccc3Cl)nc3ccccc3c2=O)CC1
  0	i	-14	-2	-2	8	-1	0	-0.4
58	CCOC(=O)C(Cc1ccccc1)NC(=O)CNC(=O)CNC(=O)OCc1ccccc1 (stereo not drawn)
  -8	i	12	-4	-2	8	-2	13	0.1
59	Cc1cc(NC(=O)CSc2nnnn2-c2ccc(C)c(C)c2)no1
  8	i	8	-5	-2	1	1	5	1.3
60	N#CCC(=O)Nc1ccc(C(=O)OCC(=O)NC(=O)Cc2ccccc2)cc1
  -6	i	-12	-6	-2	-7	2	4	-0.3

Compound profiles, from the list above:
`CCn1c(COc2ccc(=O)n(-c3ccccc3)n2)nnc1SCc1ccc(C)cc1` across the screens: FAS-TE inh = -7; Neddyl block = i; CendR NRP1 mod = -3; MsrA act = 0; MT1-MMP act inh = -1; SKN-1 inh = 3; Rin1 Abl inh = 2; E coli Lon inh = 3; MsrA inh = 1.9
`CCOc1cc(/C=N/NC(=O)COc2cccc(C)c2)ccc1OC(=O)c1cccs1` across the screens: FAS-TE inh = 25; Neddyl block = i; CendR NRP1 mod = -2; MsrA act = 2; MT1-MMP act inh = 6; SKN-1 inh = 2; Rin1 Abl inh = 1; E coli Lon inh = -8; MsrA inh = -0.1

(listing goes on)
Fields: FAS-TE inh	Neddyl block	CendR NRP1 mod	MsrA act	MT1-MMP act inh	SKN-1 inh	Rin1 Abl inh	E coli Lon inh	MsrA inh
61	COc1ccc(/C=C/S(=O)(=O)NCc2ccccc2)cc1OC
  0	i	0	-10	2	3	-6	4	0.9
62	Cn1c(=O)c2c(nc(CN3CCN(c4ccc(F)cc4)CC3)n2CCN2CCOCC2)n(C)c1=O
  2	i	-8	-1	-5	17	1	6	-0.9
63	COc1ccc(-c2[nH]nc3nc(N4CCN(C(=O)c5ccoc5)CC4)cc(C(F)(F)F)c23)cc1
  -3	i	-5	0	-4	-2	1	-6	2.4
64	COc1cccc(C2=NOC(C(=O)N3CCOCC3)C2)c1 (stereo not drawn)
  -10	i	7	-13	4	-2	-3	1	0.2
65	O=C(CC1C(=O)NCCN1CCCc1ccccc1)NCCc1ccccc1Cl (stereo not drawn)
  3	i	-8	-4	-5	-7	0	-2	1.4
66	CCN(CC)CCNC(=O)CS(=O)Cc1nc(-c2ccccc2Cl)oc1C (stereo not drawn)
  -6	i	-6	-1	7	12	-5	2	1.7
67	CCOc1ccc(CC(=O)NNC(=S)Nc2ccc(OC)c(OC)c2)cc1
  -3	i	-3	-2	-2	-13	1	3	-0.8
68	COc1ccc(CCNC(=O)c2ccc(CNS(=O)(=O)c3ccccc3)cc2)cc1OC
  -6	i	-4	-5	7	9	-2	-16	0.1
69	O=C(CSc1ncn[nH]1)Nc1ccc(Br)cc1F
  -37	i	-8	-1	4	-5	0	-1	-1.2
70	Cn1cccc1-c1cc(C(=O)N/N=C/c2ccc([N+](=O)[O-])cc2)[nH]n1
  0	i	-5	-6	1	1	-2	2	0.4
71	CC1(C)CC(=O)N(c2ccc(Cl)cc2Cl)C(=O)C1
  -2	i	3	0	4	-1	3	-9	-0.1
72	CN(c1ccc(C(=O)NCC2CCCO2)cc1)S(C)(=O)=O (stereo not drawn)
  -7	i	-18	0	-1	12	-2	8	0.1
73	COc1ccc(-c2c[n+](CC(=O)N3c4ccccc4Sc4ccccc43)c3n2CCC3)cc1
  -4	i	-4	-1	-14	-4	2	3	1.0
74	Oc1ccc2nc(Cc3ccccc3)[nH]c2c1
  -8	i	14	-1	2	8	-1	0	0.6
75	COc1ccc(C2C(C(N)=O)=C(C)Nc3nc(-c4ccccc4)nn32)cc1OC (stereo not drawn)
  -5	i	-7	-2	0	2	2	-7	-0.8
76	Cc1nc2cc(NC(=O)N3c4ccccc4CC3C)ccc2n1C (stereo not drawn)
  -12	i	-4	-3	5	9	-1	-5	0.1
77	COCCCNC(=O)CCn1nc(-c2ccc(Cl)cc2)ccc1=O
  -1	i	9	-3	-1	-22	-1	4	2.0

Assay outcomes deposited in PubChem BioAssay by several laboratories.

Hits appear at their usual frequency; any-hit rate near 4.2%.
